mIAP activ: activators of mouse IAP, primary screen, biochemical, luminescence, uHTS; AID 2805, 2010; muIAP, CDP-Star luminescence, 30 min; hits give high values; 1 = vehicle-only enzyme signal, 0 = enzyme-free wells; activation factor at 10 µM; 0.24% of 330,000 active; intestinal alkaline phosphatase [Mus musculus];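 active = activation factor of at least 2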; also: the source names both 10 and 20 µM as test concentration; values of inactives mirror those of a sister screen read the other way
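also added = chemiluminescent substrate CDP-Star | test system = mouse IAP enzyme | signal = chemiluminescence readout | compound = DMSO-dissolved test compounds | incubation = 30 min at room temperature | benchmarks = DMSO wells, no-enzyme wells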
tim10-1 inh: growth inhibitors of tim10-1 mutant yeast, primary screen, luminescence, uHTS. S. cerevisiae tim10-1 ts strain growth, BacTiter-Glo, 24 h. inhibition, % at 20 µM. 2.2% of 330,000 active;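 active = inhibition of at least 40%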;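 also: mutant grown at 25 °C; 0% = DMSO wells with yeast and 100% = wells holding no yeast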
hIAP inh: human IAP inhibitors, primary screen, biochemical, luminescence, uHTS | Intestinal-type alkaline phosphatase (Homo sapiens), P09923 | purified IAP, CDP-Star luminescence, 30 min | inhibition, % at 10 µM | 0.12% of 330,000 active | AID 2544, 2010;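 active = inhibition reaching a set limit with compound at 10 µM in the primary screen, cut at about 35% in these data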;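 also: plate controls were DMSO wells with enzyme for no effect and no-enzyme buffer wells for full effect; values of inactives mirror those of a sister screen read the other way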
Target sequence (P09923 whole entry, looked up): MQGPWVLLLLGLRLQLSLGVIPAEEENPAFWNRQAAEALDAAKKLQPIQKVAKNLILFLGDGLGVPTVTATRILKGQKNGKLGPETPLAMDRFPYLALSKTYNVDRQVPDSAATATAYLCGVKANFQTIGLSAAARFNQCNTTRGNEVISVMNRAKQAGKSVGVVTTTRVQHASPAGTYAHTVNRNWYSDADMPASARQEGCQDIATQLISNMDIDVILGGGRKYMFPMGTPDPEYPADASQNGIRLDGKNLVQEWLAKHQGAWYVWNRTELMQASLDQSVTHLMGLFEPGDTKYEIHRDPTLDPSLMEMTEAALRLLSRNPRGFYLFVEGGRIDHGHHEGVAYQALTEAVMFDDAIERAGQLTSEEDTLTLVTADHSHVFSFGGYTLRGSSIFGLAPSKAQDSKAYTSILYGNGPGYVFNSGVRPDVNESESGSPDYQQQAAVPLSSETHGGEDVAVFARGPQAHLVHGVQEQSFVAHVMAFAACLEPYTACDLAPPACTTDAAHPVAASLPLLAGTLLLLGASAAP
Apaf1 inhib: inhibitors of human Apaf-1 apoptosome, primary screen, biochemical, DEVD-Rh110 fluorescence, uHTS; reconstituted apoptosome caspase-3 activity; inhibition, % at 20 µM; 0.71% of 330,000 active; AID 489030, 2010; active = inhibition of at least 40% at 20 µM;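 also: plate controls were DMSO wells for no effect and DEVD-CHO caspase inhibitor wells for full effect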
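Medium: Hepes buffer, pH 7.5 / System: biochemical Apaf-1 apoptosome reconstitution / Measured by: Rh110 fluorescence, excitation 480 nm, emission 540 nm / Times: compound with Apaf-1, dATP, procaspase-3 30 min, then 50 min reaction, room temperature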
ATG4B inhibitor: ATG4B protease inhibitors, primary screen, biochemical, fluorescence, uHTS | 0.51% of 340,000 active | Cysteine protease ATG4B (Homo sapiens), Q9Y4P1 | ATG4B cleavage of LC3-PLA2, NBD-HPC fluorescence, 1 h | inhibition, % at 8.33 µM; in the data active = inhibition above about 40%
Target sequence (Q9Y4P1 whole entry, looked up): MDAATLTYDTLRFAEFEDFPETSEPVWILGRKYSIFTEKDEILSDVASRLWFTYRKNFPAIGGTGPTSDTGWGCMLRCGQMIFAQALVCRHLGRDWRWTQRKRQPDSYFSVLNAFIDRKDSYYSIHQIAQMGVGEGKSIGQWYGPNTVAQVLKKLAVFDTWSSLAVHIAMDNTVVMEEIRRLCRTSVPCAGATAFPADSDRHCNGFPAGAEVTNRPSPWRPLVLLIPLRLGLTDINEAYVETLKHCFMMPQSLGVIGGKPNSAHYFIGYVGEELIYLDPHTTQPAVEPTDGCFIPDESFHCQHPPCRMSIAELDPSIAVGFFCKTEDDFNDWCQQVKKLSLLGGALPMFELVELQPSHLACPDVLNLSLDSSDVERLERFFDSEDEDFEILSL
hIAP activ: human IAP activators, primary screen, biochemical, luminescence, uHTS | Intestinal-type alkaline phosphatase (Homo sapiens), P09923 | purified human IAP, CDP-Star luminescence, 30 min; hits give high values; 1 = vehicle-only enzyme, 0 = enzyme-free background | activation factor at 10 µM | 0.16% of 330,000 active | AID 2524, 2010;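 active = activation factor of the enzyme at least 2-fold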; also: the source names both 10 and 20 µM as test concentration; values of inactives mirror those of a sister screen read the other way
mIAP block: inhibitors of mouse IAP, primary screen, biochemical, luminescence, uHTS. AID 2806, 2010. 0.2% of 330,000 active. inhibition, % at 10 µM. purified mouse IAP, CDP-Star luminescence, 30 min;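 active = inhibition of at least 40% at 10 µM in the primary screen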;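 also: plate controls were DMSO with enzyme for no effect and no enzyme wells for full effect; values of inactives mirror those of a sister screen read the other way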
TIM10 inh: growth inhibitors of isogenic TIM10 control yeast, primary screen, counter-screen for tim10-1 yeast inhibitor project, luminescence, uHTS. S. cerevisiae TIM10 strain growth, BacTiter-Glo luminescence, 24 h. inhibition, % at 10 µM. 1.4% of 330,000 active;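 active = inhibition of 40% or more at the single tested concentration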;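 also: wild-type TIM10 isogenic control strain grown at permissive 25 °C; 0% = DMSO yeast wells and 100% = minimal medium wells without yeast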
NALP3 yeast inh: NALP3 inflammasome inhibitors in reconstituted yeast, primary screen, luminescence, uHTS; Yeast reconstituted NLRP3/ASC/caspase-1, beta-gal luminescence, 24 h; inhibition, % at 10 µM; 0.39% of 330,000 active; AID 2825, 2010;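 active = inhibition of 50% or more; inactive = inhibition below 50%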;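 also: plate controls were induced DMSO wells for no effect and uninduced yeast grown without galactose for full effect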
* hit, by the source's call; . = not tested or not shown. An unsorted share of the library, and some 4.5% of all compounds hit somewhere here.

SMILES	mIAP activ	tim10-1 inh	hIAP inh	Apaf1 inhib	ATG4B inhibitor	hIAP activ	mIAP block	TIM10 inh	NALP3 yeast inh
CCCc1cc(=O)[nH]c(SCC(=O)NC2CCCCC2)n1	1	-31	-41	-5	-1	1.4	-2	-15	3
O=C(N/N=C/c1cccc([N+](=O)[O-])c1)c1cc(-c2ccc3c(c2)OCO3)n[nH]1	0.94	2	17	-23	-11	0.83	6	18	9
Cc1ccc(CNC(=O)CN(C)S(=O)(=O)c2cccc3nsnc23)cc1	1.1	22	9	12	-2	0.91	-6	5	7
CCCNC(=O)Nc1cc(C)on1	1	20	5	2	7	0.95	-1	9	8
O=C(Cn1ncc2c(=O)oc3ccccc3c21)N1CCN(c2ccccn2)CC1	0.98	10	-4	12	-7	1	2	9	1
CCN1CCN(c2ccc(NC(=O)c3ccc(Cl)c(N4CCCC4=O)c3)cc2)CC1	1	-5	-7	7	-6	1.1	-1	13	12
COc1ccc(-c2nnc(SCCC(=O)O)n2C)cc1OC	0.99	-6	-15	-9	-10	1.1	1	-18	1
O=C(NCCN1CCOCC1)C(Sc1ccccc1)c1ccccc1 (centres undefined)	1	13	10	-20	-11	0.9	-2	16	16
CCN(CC)S(=O)(=O)c1cccc(C(=O)N/N=C/c2cccc(O)c2O)c1	0.71	15	4	5	1	0.95	29	-18	22
CCN1CCN(C(CNS(=O)(=O)c2ccc(Br)cc2)c2cccnc2)CC1 (centres undefined)	0.89	6	5	6	3	0.95	11	4	-2
CCOC(=O)C1CCN(C(=S)Nc2ccc(S(N)(=O)=O)cc2)CC1	0.97	-12	13	-2	1	0.87	3	-1	4
CCc1ccccc1NC(=O)c1cc(-c2ccc(OC)cc2)on1	0.96	-33	21	-3	0	0.79	4	-5	6
COc1ccc(N(CCC#N)S(=O)(=O)c2cccc3nsnc23)cc1	0.95	-3	2	1	36	0.98	5	0	0
Cc1ccc(-n2nc3c(c2NC(=O)c2cccs2)CS(=O)(=O)C3)c(C)c1	0.97	12	-33	13	-8	1.3	3	6	4
CN(Cc1nccn1C)C(=O)C1CCC(=O)N(CCc2ccc(Cl)cc2)C1 (centres undefined)	0.94	-12	5	9	24	0.95	6	0	0
c1ccc(CNc2c3c(nc4ncnn24)CCC3)cc1	0.92	4	6	-8	6	0.94	8	0	11
NS(=O)(=O)c1ccc(NC(=O)Nc2ccc(S(N)(=O)=O)cc2)cc1	1.1	-24	3	-18	-3	0.97	-14	-23	9
CCOC(=O)C1CCN(C(=O)Cc2c(C(=O)O)n(CC)c3ccccc23)CC1	1	-8	-17	-13	-10	1.2	-4	-9	7
CNC(=O)CCN(Cc1ccco1)S(=O)(=O)c1ccc(OC)c(OC)c1	0.94	-3	-15	20	0	1.1	6	-4	9
C#CCOCCOCCOCCNc1nc(N2CCN(C(=O)[C@H]([C@@H](C)CC)n3cc(CCCCN)nn3)CC2)nc(N2CCN(C(=O)[C@H](CCCCN)n3cc(CC(C)O)nn3)CC2)n1 (some centres undefined)	1.1	17	-3	17	-6	1	-11	11	-5
CCc1nnc(NC(=O)c2nc3nc(C)cc(C)n3n2)s1	1	9	-9	-8	-3	1.1	-3	1	6
O=C(Nc1nccs1)c1ccc(Cl)s1	1.1	25	15	-4	-1	0.85	-5	30	51*
CC(C)Oc1cccc(C(=O)C2CCCN(Cc3cnc(N4CCOCC4)s3)C2)c1 (centres undefined)	1	19	-21	9	5	1.2	-4	-1	32
COc1ccccc1N1CCN(S(=O)(=O)CCNC(=O)c2ccc(OC(C)C)cc2)CC1	1	32	2	9	-1	0.98	-3	7	10
Cc1cc(/C=C2/C(=N)N3C(=NC2=O)SN=C3S(C)(=O)=O)c(C)n1-c1ccccc1	0.84	22	-24	-5	-1	1.2	16	18	18

By substructure, the compounds so far containing a COOH group
SMILES	mIAP activ	tim10-1 inh	hIAP inh	Apaf1 inhib	ATG4B inhibitor	hIAP activ	mIAP block	TIM10 inh	NALP3 yeast inh
COc1ccc(-c2nnc(SCCC(=O)O)n2C)cc1OC	0.99	-6	-15	-9	-10	1.1	1	-18	1
CCOC(=O)C1CCN(C(=O)Cc2c(C(=O)O)n(CC)c3ccccc23)CC1	1	-8	-17	-13	-10	1.2	-4	-9	7

2 records drawn at random from those above:
SMILES	mIAP activ	tim10-1 inh	hIAP inh	Apaf1 inhib	ATG4B inhibitor	hIAP activ	mIAP block	TIM10 inh	NALP3 yeast inh
COc1ccc(-c2nnc(SCCC(=O)O)n2C)cc1OC	0.99	-6	-15	-9	-10	1.1	1	-18	1
O=C(N/N=C/c1cccc([N+](=O)[O-])c1)c1cc(-c2ccc3c(c2)OCO3)n[nH]1	0.94	2	17	-23	-11	0.83	6	18	9

Additional entries
SMILES	mIAP activ	tim10-1 inh	hIAP inh	Apaf1 inhib	ATG4B inhibitor	hIAP activ	mIAP block	TIM10 inh	NALP3 yeast inh
CCCCNc1c(-c2ccc(OC)c(SC3CCCCC3)c2)nc2cc(C)ccn12	1.1	35	-1	21	13	1	-13	3	17
O=C1CC(c2ccncc2)c2cc3c(cc2N1)OCCO3 (centres undefined)	1	10	-11	-15	-8	1.1	-1	3	13
O=C(COC(=O)CC1CCCC1)Nc1ccc(Cl)cc1	1	36	-27	8	-1	1.3	-3	26	14
CCOc1ccc(NC(=O)Nc2nc(SCC)ns2)cc1	1	-17	4	-5	-4	0.96	-2	-3	21
COC(=O)C1=C(C)N(C)C(=O)NC1c1cc(Cl)cc(Cl)c1OC (centres undefined)	1	17	1	10	8	0.99	-5	-14	7
COc1ccc(NC(=O)CN2c3cccc4cccc(c34)S2(=O)=O)cc1	0.95	2	-2	6	-16	1	5	-6	18
O=C(CNC(=O)COc1ccccc1)NCc1ccccc1F	0.9	5	1	-2	29	0.99	10	-3	17
O=C(CCn1cccc(C(F)(F)F)c1=O)Nc1cccc(C(F)(F)F)c1	1.1	-8	-3	2	2	1	-10	-15	-2
CCC(=O)Nc1nnc(C(C)(C)C)s1	1.1	10	2	3	-6	0.98	-6	-5	12
O=C1CN(C(=O)c2ccc(Cl)c([N+](=O)[O-])c2)c2ccccc2N1	0.88	10	-8	5	-4	1.1	12	7	17
CCC(C)N(C)C1CCN(C(=S)Nc2cccc(SC)c2)CC1 (centres undefined)	1	3	2	-4	-7	0.98	-3	-15	15
O=C(Nc1ccc(O)c(-c2nc3ccccc3s2)c1)c1cc(=O)c2ccccc2o1	0.88	9	-5	2	-3	1	12	-1	1
COc1ccc(C2=NC(c3ccccc3)CO2)cc1 (centres undefined)	1	10	24	-11	.	0.76	0	-2	6
COc1ccc(/C=N/OCC(=O)N2CCCC2)c(OC)c1	1.1	12	-4	5	4	1	-8	-2	-9
O=C(COC(=O)c1cc(S(=O)(=O)N2CCOCC2)ccc1F)NCc1ccc2c(c1)OCO2	1	-6	-22	-7	-2	1.2	-3	-13	3
O=C(NCCN1CCN(S(=O)(=O)c2ccc(F)cc2)CC1)C(=O)NCc1ccccc1	1	-12	-2	7	-9	1	0	8	2
COc1cc(S(=O)(=O)N2CCCCCC2)ccc1Cl	0.91	16	-3	5	4	1	9	-18	41
O=C(C1CCCN(Cc2ccccc2[N+](=O)[O-])C1)N1CCCC1 (centres undefined)	0.93	-1	-2	-2	2	1	7	6	8
COc1ccccc1Nc1nnc(SCC(=O)NC2CC2)s1	0.97	7	-14	-5	2	1.1	3	9	-7
O=C(CCCC(=O)OCC(=O)c1ccc(F)cc1)Nc1cc(C(F)(F)F)ccc1Cl	0.97	33	-13	13	-1	1.1	3	19	17
COc1cccc(CNC(=O)CCC2CCCN(C(=O)c3cccc(Cl)c3)C2)c1 (centres undefined)	0.99	5	-6	-11	-2	1.1	1	-4	12
Cc1cc(C)cc(NC(=O)c2cc(Cl)sc2Cl)c1	1.1	15	-16	15	1	1.2	-13	6	14
N#Cc1ccccc1NC(=O)CSc1nnc(-c2ccncc2)o1	0.95	9	12	3	6	0.88	5	6	-5
Cc1cc(C)c2c3c(sc2n1)C(=O)N(c1ccccc1C)CC(=O)N3	0.95	-11	-7	-34	0	1.1	5	2	26
Cc1nc(CCN2C(=O)c3ccccc3C2=O)cs1	0.99	13	6	-10	-2	0.94	1	4	12
Later entries:
SMILES	mIAP activ	tim10-1 inh	hIAP inh	Apaf1 inhib	ATG4B inhibitor	hIAP activ	mIAP block	TIM10 inh	NALP3 yeast inh
O=C(CNC(=O)c1ccccc1)NC1(C(=O)NC2CCCCC2)CCCCC1	1	10	-1	-4	-7	1	-4	12	6
O=C(NCc1cccnc1)NC1(C(F)(F)F)Oc2ccccc2O1	0.99	29	2	7	4	0.98	1	-5	20
O=c1cc(-c2ccco2)nc(SCc2cccc(Cl)c2)[nH]1	0.88	32	5	2	-2	0.95	12	10	21
COc1ccc(NC(=O)CN(C)C2=NS(=O)(=O)c3ccccc32)cc1Cl	1	0	-10	-5	-5	1.1	-2	0	15
O=C(Cn1nnc(-c2ccccc2-n2cnnn2)n1)N1CCCCC1	0.94	-5	-8	-6	-9	1.1	6	-6	11
O=C(Nc1ccc(NC(=O)c2cccs2)cc1)c1ccco1	0.98	4	-6	12	-7	1.1	2	30	13
NC(=O)CC(NC(=O)Cc1ccc(Cl)cc1)c1ccc(NCCCN2CCCC2=O)c([N+](=O)[O-])c1 (centres undefined)	1.1	-9	-1	13	7	1	-8	-4	8
COCCCN1C(=O)C(O)=C(C(C)=O)C1c1ccccn1 (centres undefined)	0.94	5	0	-2	-1	0.99	6	4	12
COc1ccc(CCNC(=O)CCCOc2cc(=O)n(C)c3ccccc23)cc1OC	0.95	5	1	-3	5	0.99	5	4	-13
O=C(O)c1cn(-c2ccc(F)c(F)c2)c2c(F)c(F)c(F)c(F)c2c1=O	1	-11	16	-7	13	0.84	-5	-11	8
COc1ccc(Cl)cc1NC(=S)N(CCN1CCOCC1)C1CCN(C(C)=O)CC1	0.89	6	-7	-20	-8	1.1	11	-9	7
O=C(NCc1ccccc1)c1onc(CSc2ccccc2)c1C(=O)NCc1ccccc1	1	10	-5	19	-2	1.1	-2	5	8
O=C(COC(=O)[C@@H]1CC(O)CN1S(=O)(=O)c1ccc(Cl)c(Cl)c1)NC(=O)NCc1ccccc1 (some centres undefined)	0.95	-2	0	6	-11	0.99	5	9	-9
O=[N+]([O-])C1C(c2ccccc2)=NOC1c1ccccc1O (centres undefined)	0.91	8	-8	12	7	1.1	9	5	-1
CCOc1ccccc1C(=O)N1CCOCC1	1.1	-1	15	1	2	0.85	-10	-1	7
CCN(CC)CCOc1ccc2c(c1)C(=NNC(=O)c1ccccn1)c1cc(OCCN(CC)CC)ccc1-2	0.91	-10	2	52*	-27	0.98	9	-3	16
CC(C)CC(=O)Nc1cccc2c1C(=O)N(c1ccccc1)C2=O	1	29	1	11	-2	0.99	-1	16	8
CN1CCN(C(=O)c2ccc(C3SCC(=O)N3Cc3ccco3)cc2)CC1 (centres undefined)	0.67	8	-10	-4	0	1.1	33	-17	8

Compound activity: PubChem, Sanford-Burnham Center for Chemical Genomics
